Screening results: PubChem BioAssay, several laboratories
tolC growth inh: growth inhibitors of E. coli tolC mutant, primary screen, strain BW25113 ΔtolC::kan, 384-well. OD615. growth inhibition, % at 10 µM (by protocol). 65,000 tested, 2.2% active. AID 573, 2007;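 active = growth inhibition at or above a cutoff equal to the mean over every tested compound plus 3 SD, cut at about 60% in these data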;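 note: growth measured after 20 h incubation at 37 °C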
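Test system: tolC-deleted E. coli BW25113 | Medium: LB with kanamycin 50 µg/mL | Compound dosing: Single concentration, 10 µM final per compound | Schedule: 37 °C, 20 h exposure | Measured by: OD at 615 nm | Evaluation: Percent growth inhibition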
CatB inh: human cathepsin B inhibitors, primary screen, biochemical, fluorogenic substrate | purified cathepsin B, fluorescence | inhibition, %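 (tested at 10 µM)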 | 63,000 tested, 0.1% active; in the data active = inhibition above about 21%;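 note: 0% = enzyme with no compound and 100% = no enzyme blank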
AP ELISA ortho: alternative complement pathway inhibitors, primary screen, biochemical, ELISA, human serum, orthogonally pooled compounds. LPS-coated ELISA, C3 deposition; tested in compound mixtures. AID 1235, 2008. inhibition, % at 5 µM. 62,000 tested, 0.08% active;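 active = inhibition above 30% in each of the two pooled mixtures holding the compound, so the lower value exceeds 30%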;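 note: 0% = serum in Mg-EGTA without compound and 100% = EDTA serum blank; some compounds past the cut are filed as inactive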
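Assay system: human serum alternative complement pathway, C3 deposition on LPS-coated wells; Dosing: 5 µM per compound in ten-compound mixtures; Detection: Anti-C3 ELISA, OD 450 nm; Buffer or medium: Mg2+-EGTA GVB++ buffer containing human serum at 1:15 dilution; Timing: 1 h at 37 °C; Replication: two different pools per compound.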
D1 allo mod: D1 CRE-luciferase signal change, two-sided – cell-based, HEK293 D1, dopamine EC30, D1 allosteric modulator project, primary screen; D(1A) dopamine receptor (Homo sapiens), P21728; dopamine EC30 potentiation; actives deviate in either direction; B-score at 10 µM; 58,000 tested, 5.9% active; AID 641, 2007;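 active = luminescence count or its row- and column-corrected plate score outside the 99.7% band of the plate's sample wells, on either side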
Target sequence (P21728 whole entry, looked up): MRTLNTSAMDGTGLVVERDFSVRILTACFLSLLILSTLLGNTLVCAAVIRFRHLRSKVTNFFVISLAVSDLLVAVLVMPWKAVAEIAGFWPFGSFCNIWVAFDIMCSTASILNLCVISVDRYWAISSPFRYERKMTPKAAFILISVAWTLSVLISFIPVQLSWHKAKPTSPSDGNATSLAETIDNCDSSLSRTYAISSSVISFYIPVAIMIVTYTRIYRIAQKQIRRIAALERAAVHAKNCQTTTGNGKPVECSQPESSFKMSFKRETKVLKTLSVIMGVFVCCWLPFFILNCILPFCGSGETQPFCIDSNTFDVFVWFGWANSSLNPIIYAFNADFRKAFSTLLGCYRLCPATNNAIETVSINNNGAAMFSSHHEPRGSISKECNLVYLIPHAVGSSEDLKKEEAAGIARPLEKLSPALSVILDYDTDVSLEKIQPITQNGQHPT
CatB mix inh: cathepsin B inhibitors from pooled compounds, primary screen, biochemical, compound mixtures, AMC fluorescence; inhibition, %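 (ten-compound pools at 5 µM per compound and 50 µM total)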; Purified cathepsin B, AMC dipeptide fluorescence; P07858; 62,000 tested, 0.06% active; AID 488, 2006; in the data active = inhibition above about 22%, passing the limit was not always enough;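 note: 0% = enzyme without compound and 100% = no enzyme blank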
DUSP1 inh: MKP-1 phosphatase inhibitors, primary screen, biochemical, in vitro. recombinant MKP-1, OMFP hydrolysis fluorescence. inhibition, %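 (compounds tested at a single concentration somewhere between 10 and 100 µM)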. 65,000 tested, 0.15% active. Dual specificity protein phosphatase 1 (Homo sapiens), P28562. AID 374, 2006;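 active = inhibition above about 50%, limit read from the data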;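 note: 0% = DMSO max control wells and 100% = wells with enzyme stopped by NaOH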
Cdc25B block: inhibitors of Cdc25B phosphatase catalytic domain, primary screen, biochemical, OMFP fluorescence. inhibition, %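 (compounds tested at 10 µM final in the well)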. M-phase inducer phosphatase 2 (Homo sapiens), P30305. 65,000 tested, 0.1% active. recombinant Cdc25B, OMFP fluorescence Ex485/Em525; in the data active = inhibition above about 50%
Target sequence (P30305 whole entry, looked up, the tested form may be a part): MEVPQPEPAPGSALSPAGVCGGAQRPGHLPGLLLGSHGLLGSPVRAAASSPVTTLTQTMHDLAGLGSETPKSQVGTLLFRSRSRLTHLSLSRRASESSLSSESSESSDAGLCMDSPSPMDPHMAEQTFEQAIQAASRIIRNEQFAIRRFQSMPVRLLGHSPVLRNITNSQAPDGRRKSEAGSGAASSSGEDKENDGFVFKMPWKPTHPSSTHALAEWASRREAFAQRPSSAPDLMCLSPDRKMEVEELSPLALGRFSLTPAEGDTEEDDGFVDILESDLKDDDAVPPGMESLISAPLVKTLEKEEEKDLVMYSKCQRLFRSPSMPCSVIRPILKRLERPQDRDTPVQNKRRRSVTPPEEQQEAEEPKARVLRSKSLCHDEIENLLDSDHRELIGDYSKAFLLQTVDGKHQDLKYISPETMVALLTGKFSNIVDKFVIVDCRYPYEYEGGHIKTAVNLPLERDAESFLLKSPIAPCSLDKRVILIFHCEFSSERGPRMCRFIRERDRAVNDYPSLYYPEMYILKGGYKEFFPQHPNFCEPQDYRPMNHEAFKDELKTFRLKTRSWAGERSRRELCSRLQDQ
Hsp90 block: tumor Hsp90 inhibitors, primary screen, cell lysate, fluorescence polarization, NCI-N417 lysate; 64,000 tested, 0.35% active; inhibition, % at 30 µM; Cy3B-geldanamycin FP displacement; Heat shock protein HSP 90-alpha (Homo sapiens), P07900;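 active = inhibition above 50%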;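 note: 0% = tracer plus lysate wells and 100% = tracer alone without lysate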
Ec RNAP inh: E. coli RNAP inhibitors, biochemical | DNA-directed RNA polymerase subunit beta (Escherichia coli (strain K12)), P0A8V2 | E. coli RNA polymerase, fluorescence transcription assay | inhibition, %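 (tested at 10 µM)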 | 62,000 tested, 0.2% active | AID 559, 2006; in the data active = inhibition above about 20%;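 note: 0% = enzyme without compound and 100% = no enzyme blank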
* hit, by the source's call; & = joins results of further samples.

For O=C(c1ccc(Br)o1)N1CCN(c2ccc(F)cc2)CC1 the results were tolC growth inh 8, CatB inh 6, AP ELISA ortho 1, D1 allo mod -0.82, CatB mix inh 6, DUSP1 inh 3, Cdc25B block -8, Hsp90 block -6 and Ec RNAP inh 10.
CN(C)CCCN1C(=O)C(=O)/C(=C(/O)c2ccc(S(=O)(=O)N(C)C)cc2)C1c1ccncc1 (stereo not drawn) was read as tolC growth inh -10, CatB inh 2, AP ELISA ortho -8, D1 allo mod -1, CatB mix inh 0, DUSP1 inh 6, Cdc25B block -5, Hsp90 block -2 and Ec RNAP inh -2.
`NC(=O)C1CCN(C(=O)CSc2nc3c(c(-c4ccccc4)n2)CCCC3)CC1` gave tolC growth inh 18, CatB inh 2, AP ELISA ortho -1, D1 allo mod 0, CatB mix inh -5, DUSP1 inh 17, Cdc25B block 0, Hsp90 block -18 and Ec RNAP inh -2.
`O=C(c1ccc(=O)[nH]c1)N(Cc1ccco1)C1(C(=O)NC2CCCCC2)CCCCC1` gave tolC growth inh 7, CatB inh 3, AP ELISA ortho 4, D1 allo mod -0.35, CatB mix inh 2, DUSP1 inh 11, Cdc25B block -6 and Ec RNAP inh 10.
Screening CN(Cc1cccs1)S(=O)(=O)c1cccs1 returned tolC growth inh 9, CatB inh 3, AP ELISA ortho 18, D1 allo mod 0.81, CatB mix inh -8, DUSP1 inh -4, Cdc25B block -2, Hsp90 block -1 and Ec RNAP inh -1.
Screening COc1ccc(C)cc1NC(=O)CSc1nnc(-c2ccco2)n1Cc1ccco1 returned tolC growth inh 22, CatB inh 0, AP ELISA ortho 0, D1 allo mod -0.11, CatB mix inh 2, DUSP1 inh 12, Cdc25B block -20 and Ec RNAP inh 5.
`Cc1ccccc1Nc1nn2c(=O)c3ccccc3nc2s1` gave tolC growth inh -20, CatB inh 2, AP ELISA ortho 12, D1 allo mod -0.64, CatB mix inh 4, DUSP1 inh 10, Cdc25B block -5, Hsp90 block -4 and Ec RNAP inh 5.
`O=C(O)c1ccc(OCc2occc2C(=O)O)cc1` gave tolC growth inh -10, CatB inh 0, AP ELISA ortho 22, D1 allo mod -0.76, CatB mix inh 1, DUSP1 inh -4, Cdc25B block -3, Hsp90 block -3 and Ec RNAP inh -6.
Screening CCc1ccc(NC(=O)c2ccc3c(c2)C(=O)N(Cc2ccco2)C3=O)cc1 returned tolC growth inh -10, CatB inh -8, AP ELISA ortho 22, D1 allo mod -0.44, CatB mix inh -8, DUSP1 inh 40, Cdc25B block 12, Hsp90 block -3 and Ec RNAP inh 1.
CCOC(=O)c1c(NC(=O)C(F)(OC)C(F)(F)F)sc2c1CCN(C)C2 (stereo not drawn) was read as tolC growth inh 1, CatB inh 3, AP ELISA ortho 12, D1 allo mod 0.087, CatB mix inh 3, DUSP1 inh 5, Cdc25B block 4, Hsp90 block -4 and Ec RNAP inh 4.
CN(C)C(=O)Oc1cccc([N+](C)(C)C)c1 was read as tolC growth inh 7&-4, AP ELISA ortho 19&19, D1 allo mod -0.075&-0.13, CatB mix inh 1&3, DUSP1 inh -11&-11, Cdc25B block -19&-12, Hsp90 block -2&0&-1 and Ec RNAP inh 4&1.
Screening C=CCn1c(SCC(=O)NCC(=O)OCC)nnc1-c1ccccn1 returned tolC growth inh 1, CatB inh 0, AP ELISA ortho 6, D1 allo mod -0.073, CatB mix inh 6, DUSP1 inh -22, Cdc25B block -1, Hsp90 block 44 and Ec RNAP inh 7.
Screening Cc1c(C(=O)NCCc2ccccc2)oc2ccc(S(=O)(=O)N3CCC4(CC3)OCCO4)cc12 returned tolC growth inh 26, CatB inh 6, AP ELISA ortho 8, CatB mix inh 0 and Ec RNAP inh 5.
CC1=CC(C)C2C(=O)N(CCC[N+](C)(C)C)C(=O)C2C1 (stereo not drawn) was read as tolC growth inh -24, CatB inh 0, AP ELISA ortho 11, D1 allo mod 0.19, CatB mix inh -4, DUSP1 inh -31, Cdc25B block -6, Hsp90 block -2 and Ec RNAP inh 7.
For Cc1ccc(-c2nc3cc(N)ccc3o2)c(C)c1 the results were tolC growth inh 5, CatB inh 1, AP ELISA ortho 5, D1 allo mod -3.5, CatB mix inh 2, DUSP1 inh -3, Cdc25B block 3, Hsp90 block -4 and Ec RNAP inh 7.

The final 5 compounds of the part above come first, to join the parts.
CN(C)C(=O)Oc1cccc([N+](C)(C)C)c1 was read as tolC growth inh 7&-4, AP ELISA ortho 19&19, D1 allo mod -0.075&-0.13, CatB mix inh 1&3, DUSP1 inh -11&-11, Cdc25B block -19&-12, Hsp90 block -2&0&-1 and Ec RNAP inh 4&1.
Screening C=CCn1c(SCC(=O)NCC(=O)OCC)nnc1-c1ccccn1 returned tolC growth inh 1, CatB inh 0, AP ELISA ortho 6, D1 allo mod -0.073, CatB mix inh 6, DUSP1 inh -22, Cdc25B block -1, Hsp90 block 44 and Ec RNAP inh 7.
Screening Cc1c(C(=O)NCCc2ccccc2)oc2ccc(S(=O)(=O)N3CCC4(CC3)OCCO4)cc12 returned tolC growth inh 26, CatB inh 6, AP ELISA ortho 8, CatB mix inh 0 and Ec RNAP inh 5.
CC1=CC(C)C2C(=O)N(CCC[N+](C)(C)C)C(=O)C2C1 (stereo not drawn) was read as tolC growth inh -24, CatB inh 0, AP ELISA ortho 11, D1 allo mod 0.19, CatB mix inh -4, DUSP1 inh -31, Cdc25B block -6, Hsp90 block -2 and Ec RNAP inh 7.
For Cc1ccc(-c2nc3cc(N)ccc3o2)c(C)c1 the results were tolC growth inh 5, CatB inh 1, AP ELISA ortho 5, D1 allo mod -3.5, CatB mix inh 2, DUSP1 inh -3, Cdc25B block 3, Hsp90 block -4 and Ec RNAP inh 7.
O=C(COc1ccc(Cl)cc1)N1CCN(c2ncccn2)CC1 was read as tolC growth inh -11, CatB inh -3, AP ELISA ortho 3, D1 allo mod 0.8, CatB mix inh 6, DUSP1 inh -4, Cdc25B block -1, Hsp90 block -4 and Ec RNAP inh 5.
`CCSc1nc(=O)n(-c2ccccc2)c(C)c1C(C)=O` gave tolC growth inh 4, CatB inh 3, AP ELISA ortho 7, D1 allo mod 2.7, CatB mix inh -1, DUSP1 inh 9, Cdc25B block -9, Hsp90 block -6 and Ec RNAP inh 11.
For Cc1ccc(C(=O)Nc2nc3c(s2)CCCC3)o1 the results were tolC growth inh -18, CatB inh 3, AP ELISA ortho 5, D1 allo mod -4.7*, CatB mix inh 2, DUSP1 inh 4, Cdc25B block -3, Hsp90 block -12 and Ec RNAP inh 11.
`Cn1ncc(N=Cc2c(O)ccc3ccccc23)c1C(=O)N1CCOCC1` gave tolC growth inh 10, CatB inh -4, DUSP1 inh -10, Cdc25B block -32, Hsp90 block -1 and Ec RNAP inh 5.
Screening Cc1c(C(=O)N2CCOCC2)[nH]c2c1C(=O)CC(c1ccc(Cl)cc1)C2 (stereo not drawn) returned tolC growth inh 27, CatB inh -6, AP ELISA ortho 19, D1 allo mod -0.67, CatB mix inh 8, DUSP1 inh 4, Cdc25B block 1, Hsp90 block -6 and Ec RNAP inh 4.
COc1cccc(-c2cc(C(F)(F)F)nc(NCc3ccco3)n2)c1 was read as tolC growth inh 1, CatB inh 0, AP ELISA ortho 6, D1 allo mod 3*, CatB mix inh 4, DUSP1 inh -11, Cdc25B block 2, Hsp90 block -7 and Ec RNAP inh 2.
For C=CCOc1ccc(CN(C)CC(=O)N(CC(C)C)c2c(N)n(CC(C)C)c(=O)[nH]c2=O)cc1 the results were tolC growth inh -2, CatB inh 5, AP ELISA ortho 8, CatB mix inh 3, DUSP1 inh 11, Cdc25B block -12, Hsp90 block -1 and Ec RNAP inh 8.
For Cc1ccc(C)c2[nH]c(=O)c(CN(Cc3nnnn3C3CCCCC3)CC3CCCO3)cc12 (stereo not drawn) the results were tolC growth inh 45, CatB inh 6, AP ELISA ortho 6, D1 allo mod -1.1, CatB mix inh 4, DUSP1 inh 42, Cdc25B block 0, Hsp90 block -3 and Ec RNAP inh 9.
Screening CCc1ccc(OCC(=O)NCCN(C)C)c(Br)c1 returned tolC growth inh -25, CatB inh 14, AP ELISA ortho 0, D1 allo mod -1.3, CatB mix inh -4, DUSP1 inh -11, Cdc25B block -8, Hsp90 block -3 and Ec RNAP inh 4.
O=C(Cc1cn2ccsc2n1)NCCc1ccc(F)cc1 was read as tolC growth inh -10, CatB inh -2, AP ELISA ortho 6, D1 allo mod 0.12, CatB mix inh 2, DUSP1 inh 28, Cdc25B block -3 and Hsp90 block -4.
O=C(Nc1ccc2nc3n(c(=O)c2c1)CCCCC3)c1ccccn1 was read as tolC growth inh -8, CatB inh 3, AP ELISA ortho 8, D1 allo mod -2, CatB mix inh -2, DUSP1 inh -2, Cdc25B block 0, Hsp90 block -3 and Ec RNAP inh 6.
For COCCCNC(=O)C(Cc1ccccc1)NS(=O)(=O)c1ccc2c(c1)c(=O)n(C)c(=O)n2C (stereo not drawn) the results were tolC growth inh -23, CatB inh 1, AP ELISA ortho -7, D1 allo mod 0.11, CatB mix inh 4, DUSP1 inh 3, Cdc25B block 17, Hsp90 block 3 and Ec RNAP inh 13.
`CCOC(=O)c1ccc(NC(=O)CSc2nnc(-c3cccs3)n2C)cc1` gave tolC growth inh -2, CatB inh 1, AP ELISA ortho -6, D1 allo mod 0.14, CatB mix inh 3, DUSP1 inh 2, Cdc25B block -6, Hsp90 block 5 and Ec RNAP inh 10.
O=C(Nc1ccccc1O)c1cc(S(=O)(=O)N2CCOCC2)c(Cl)cc1Cl was read as tolC growth inh 6, CatB inh 5, AP ELISA ortho -3, D1 allo mod -0.88, CatB mix inh -5, DUSP1 inh 3, Cdc25B block -15, Hsp90 block -1 and Ec RNAP inh 7.
`CCOc1ccc(C(C)=O)cc1COC(=O)C1=COCCO1` gave tolC growth inh 10, CatB inh -6, AP ELISA ortho 8, D1 allo mod 4.7*, CatB mix inh 37, DUSP1 inh -2, Cdc25B block -9, Hsp90 block -3 and Ec RNAP inh 0.
COc1ccccc1NC=C1C(=O)OC2(CCCCC2)OC1=O was read as tolC growth inh 11, CatB inh -4, AP ELISA ortho -7, D1 allo mod -6.9*, CatB mix inh -5, DUSP1 inh -32, Cdc25B block 2, Hsp90 block 2 and Ec RNAP inh 3.
For CC(C)=CCCC(C)CN(C)CCc1ccccn1 (stereo not drawn) the results were tolC growth inh -4, CatB inh 2, AP ELISA ortho -4, D1 allo mod -0.29, CatB mix inh 1, DUSP1 inh 3, Cdc25B block -7, Hsp90 block 0 and Ec RNAP inh 7.
Screening [O-][n+]1c2ccc3nonc3c2nn1-c1ccccc1Cl returned tolC growth inh 1, CatB inh 11, AP ELISA ortho -3, D1 allo mod 0.14, CatB mix inh 6, DUSP1 inh -3, Cdc25B block 1, Hsp90 block -2 and Ec RNAP inh 10.
C=C(C)c1cccc(C(C)(C)NC(=O)NCC2CCCO2)c1 (stereo not drawn) was read as tolC growth inh 5, CatB inh 1, AP ELISA ortho -2, D1 allo mod -0.47, CatB mix inh -7, DUSP1 inh -7, Cdc25B block -3, Hsp90 block 0 and Ec RNAP inh 8.
